TRPC4 act: activators of mouse TRPC4 channel, primary screen, Fluo4 calcium, HEK293 TRPC4beta/mu-opioid cells; Short transient receptor potential channel 4 (Mus musculus), Q9QUQ5; AID 2237, 2010; Fluo4 calcium fluorescence; active compounds read high; B-score at 10 µM; actives 0.49% (n = 310,000);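 active = B-score above 5 SD of library B-scores, and initial fluorescence ratio not above library mean plus 5 SD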;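 also: positive B-score marks a calcium rise read as TRPC4 activation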
Target sequence (Q9QUQ5 whole entry, looked up): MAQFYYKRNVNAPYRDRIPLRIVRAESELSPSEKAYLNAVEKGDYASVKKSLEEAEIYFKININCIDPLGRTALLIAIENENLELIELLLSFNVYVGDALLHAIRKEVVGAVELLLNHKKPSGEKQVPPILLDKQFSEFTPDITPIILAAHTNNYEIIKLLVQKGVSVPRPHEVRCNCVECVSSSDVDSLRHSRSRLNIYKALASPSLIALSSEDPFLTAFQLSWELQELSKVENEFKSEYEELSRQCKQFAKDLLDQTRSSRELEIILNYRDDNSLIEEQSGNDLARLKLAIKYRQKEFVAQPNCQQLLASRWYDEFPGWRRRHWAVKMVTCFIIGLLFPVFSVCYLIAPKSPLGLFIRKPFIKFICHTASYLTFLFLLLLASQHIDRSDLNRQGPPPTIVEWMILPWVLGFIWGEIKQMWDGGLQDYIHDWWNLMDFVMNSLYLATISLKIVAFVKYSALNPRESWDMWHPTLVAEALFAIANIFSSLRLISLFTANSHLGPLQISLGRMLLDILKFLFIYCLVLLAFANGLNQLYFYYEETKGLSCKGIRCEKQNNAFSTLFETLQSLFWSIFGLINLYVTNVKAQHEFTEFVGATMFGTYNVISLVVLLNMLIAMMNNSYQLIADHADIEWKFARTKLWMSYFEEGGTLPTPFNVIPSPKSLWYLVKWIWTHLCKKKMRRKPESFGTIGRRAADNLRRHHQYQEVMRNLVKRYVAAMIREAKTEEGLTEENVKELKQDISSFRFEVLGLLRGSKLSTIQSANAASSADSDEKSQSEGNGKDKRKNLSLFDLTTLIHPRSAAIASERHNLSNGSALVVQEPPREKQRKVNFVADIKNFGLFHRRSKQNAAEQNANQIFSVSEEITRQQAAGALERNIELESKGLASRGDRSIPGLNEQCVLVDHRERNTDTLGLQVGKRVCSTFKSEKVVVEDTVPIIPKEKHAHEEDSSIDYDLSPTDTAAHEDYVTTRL
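Assay system: HEK293 stable line with TRPC4beta plus mu-opioid receptor; schedule: 45 min room-temperature Fluo4 loading, 110 s read; technique: kinetic Fluo4 calcium fluorescence; evaluation: integrated baseline-normalised fluorescence ratio, converted to per-well B score; controls: buffer (low) and maximal DAMGO (high)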
hERG rescue: hERG rescue from dofetilide block, primary screen, cell-based, CHO-hERG, FluxOR thallium flux, dofetilide IC70; Voltage-gated inwardly rectifying potassium channel KCNH2 (Homo sapiens), Q12809; dofetilide IC70 present; activation (rescue from dofetilide block), less the hit threshold, % at 10 µM; actives 0.51% (n = 310,000);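 active = activation above the mean of controls blocked by dofetilide plus 5 SD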;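 also: thallium influx through hERG after potassium depolarization seen as dye fluorescence rise; in these data hits start at about 4.7%; inactives centre near -7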
KCNQ1 act: potentiators or activators of KCNQ1 channel, primary screen, cell-based, thallium flux, high-throughput; CHO-K1 KCNQ1, thallium flux FluxOR fluorescence; active compounds read high; B-score at 10 µM; actives 0.35% (n = 310,000); AID 2648, 2010;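 active = fluorescence ratio B-score, a plate-corrected score, at least three library SD, with initial intensity B-score within 5 SD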
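assay system = CHO-K1 cells stably expressing KCNQ1 | medium = assay buffer, equal DMSO in all wells | timing = 37 °C overnight plating, 90-min dark dye load, 20-min compound pretreatment | measured by = kinetic FluxOR thallium fluorescence, 10-s 1-Hz baseline, 110-s post-stimulus read | measure = fluorescence change relative to baseline, converted to B score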
KCNK9 block: KCNK9 potassium channel inhibitors, primary screen, HEK293 cells, thallium flux | B-score at 10 µM | AID 488922, 2010 | actives 1.2% (n = 310,000) | FluxOR thallium flux fluorescence; active compounds read low;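 active = ratio B-score over 3 SD below the library mean, with starting fluorescence within 5 SD of its mean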;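 also: negative B-score means less thallium flux so channel inhibition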
Dyrk1A ADPGlo: rat Dyrk1A kinase inhibitors, primary screen, biochemical, single point, plate reader; ADP-Glo luminescence, NFATc1 peptide; inhibition, % at 12.5 µM; AID 504441, 2011; actives 0.43% (n = 310,000); in the data active = inhibition above about 50%;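 also: plate controls were vehicle with enzyme for no effect and no enzyme for full effect; many of its hits are not listed in these tables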
TRPC4 inh: inhibitors of mouse TRPC4 channel, primary screen, Fluo4 calcium, HEK293 TRPC4beta/mu-opioid cells; DAMGO-evoked Fluo4 calcium flux; active compounds read low; B-score at 10 µM; actives 0.39% (n = 300,000); AID 2247, 2010;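 active = B-score over 3 SD under the library average, no early fluorescence shift, positive overall ratio signal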
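Material: HEK293 cells with stable TRPC4beta plus mu-opioid receptor expression; probe or stimulus: DAMGO in two steps, submaximal then maximal; technique: Fluo4 calcium fluorescence by kinetic imaging, 5 s 1 Hz baseline; measure: integrated fluorescence ratio relative to baseline, converted to per-well B score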
Platelet DG rel: inhibitors of platelet dense granule secretion, primary screen, cell-based, MLPCN, human platelets. human platelet-rich plasma, SFLLRN dense granule ATP release, luminescence. inhibition, %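 (compounds screened at 7.5 µM in platelet-rich plasma)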. actives 0.22% (n = 300,000). AID 1663, 2009;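 active = mean replicate score, as percent of positive control, at or above 50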
TRPC4 PAM: positive allosteric modulators of TRPC4, primary screen, cell-based, mouse TRPC4beta, HEK293 mu-opioid, Fluo-4 calcium; B-score at 10 µM; Short transient receptor potential channel 4 (Mus musculus), Q9QUQ5; DAMGO EC20, Fluo-4 Ca2+ flux; active compounds read high; actives 0.42% (n = 310,000);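 active = B-score of calcium response area above 5 SD of library B-scores, with initial fluorescence ratio within 5 SD of library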;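 also: B-score of integrated fluorescence ratio over time as area under calcium response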
PolyA inh: polyadenylation inhibitors in yeast reporter cells, primary screen, luminescence, S. cerevisiae. S. cerevisiae SKY197-pL101 polyadenylation reporter, beta-gal luminescence; efflux-impaired pdr1/pdr3 knockout yeast; score 100 = 6 SD above DMSO. actives 0.02% (n = 300,000). calls only at 12 µM;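 active = lowest replicate activity score at least 50, where 100 means six control SD above control mean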;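 also: yeast exposed to compound for 9 h at 30 °C; higher score means more reporter readthrough which indicates perturbed polyadenylation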
KCNQ1 block: inhibitors of human KCNQ1 channel, primary screen, cell-based, thallium flux, high-throughput; Potassium voltage-gated channel subfamily KQT member 1 (Homo sapiens), P51787; actives 1.3% (n = 310,000); AID 2642, 2010; CHO-K1 KCNQ1, FluxOR thallium flux fluorescence; active compounds read high; B-score at 10 µM;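 active = compounds whose thallium flux B-score, printed positive for inhibition, exceeds three library SD while starting fluorescence stays within three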;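 also: channel opened by potassium depolarization with thallium stimulus after 20 min compound exposure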
KCNK3 inh: human KCNK3 channel inhibitors, primary screen, CHO cells, FluxOR thallium flux, B-score. actives 0.84% (n = 340,000). FluxOR fluorescence; active compounds read low. B-score at 10 µM. Potassium channel subfamily K member 3 (Homo sapiens), O14649. AID 602410, 2012;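 active = B-score under library mean minus 4 SD, starting fluorescence ratio at most library mean plus 5 SD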;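 also: more negative B-score means stronger inhibition of thallium flux through KCNK3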
Starred values were filed as active, the others as inactive; i = inactive; · = not tested or not shown. Some of the compounds tested; count on the stated rates, not on these rows.

SMILES	TRPC4 act	hERG rescue	KCNQ1 act	KCNK9 block	Dyrk1A ADPGlo	TRPC4 inh	Platelet DG rel	TRPC4 PAM	PolyA inh	KCNQ1 block	KCNK3 inh
COc1ccc(Cl)cc1-c1nc(SCC(=O)N(C)CCC#N)n[nH]1	i	-9.6	i	i	9.7	i	-2.1	i	i	i	i
Cc1cccc(Nc2nn3c(=O)c4ccccc4nc3s2)c1	i	-13.0	i	i	4.4	i	-1.9	i	i	i	i
Cn1c2ccccc2c(=O)c2ccc(-c3ccc4c(c3)OCO4)cc21	i	-17.1	i	-8.9*	19.0	i	-3.9	i	i	i	i
Cc1ccc(CNC(=O)CN(c2ccc(C(C)C)cc2)S(=O)(=O)c2c(C)noc2C)cc1	i	-11.3	i	i	-3.4	i	4.1	i	i	i	i
Nc1nc2ccccc2cc1S(=O)(=O)c1ccccc1	i	-11.6	i	i	·	i	3.4	i	i	i	i
COc1cc(OC)cc(C(=O)Nc2cc(-c3cn4cccnc4n3)ccc2C)c1	i	-7.5	i	i	·	i	2.1	i	i	i	i
Cc1ccccc1CNC(=O)CN(c1cccc([N+](=O)[O-])c1)S(C)(=O)=O	i	-12.4	i	i	0.5	i	-0.6	i	i	i	i
CCN(CC)CC(=O)NCC1(c2ccccc2)CCCC1	i	-7.5	i	i	27.0	i	9.3	i	i	i	i
CCOC(=O)N1CCc2c(sc(NC(=O)CN3CCN(C)CC3)c2C(=O)Nc2ccccc2)C1	i	-27.1	i	i	·	i	7.8	i	i	i	i
CCCC(=O)N1CC2(C)CN(C(=O)CCC)CC(CCC)(C1)C2=O	i	-5.6	i	i	-4.0	i	20.8	i	i	i	i
Cc1cccc(-n2c(N)c(C(=O)N3CCN(C)CC3)sc2=S)c1	i	-6.2	i	i	-6.5	i	-1.9	i	i	i	i
CN(CC(=O)Nc1ccc(Cl)cc1)C(=O)CCc1ccccc1	i	-4.8	i	i	0.5	i	-6.1	i	i	i	i
O=C(Nc1nc(-c2ccccc2)cs1)c1cccc([N+](=O)[O-])c1	i	-10.1	i	i	1.6	i	-1.6	i	i	i	i
O=C(NCC1CCCO1)/C(=C\c1ccc(Cl)cc1)NC(=O)c1ccccc1 (centres undefined)	i	-0.2	i	i	2.9	i	-2.4	i	i	i	i
Cc1ccc(Cn2c(SCCN3CCCCC3)nc3c2c(=O)[nH]c(=O)n3C)cc1	i	-12.5	i	i	1.9	i	-1.6	i	i	i	i
COc1cc(/C=N/NC(N)=S)ccc1OCc1ccc(C)cc1	i	-10.6	i	i	-1.8	i	4.3	i	i	i	i
O=C(c1ccc(OC2CCN(C/C=C/c3ccccc3)CC2)cc1)N1CCCCC1	i	-13.6	i	i	0.7	i	-1.1	i	i	i	i
CC1=NN(c2ccccc2)C(=O)C1C(=O)C(=O)Nc1ccc(F)cc1 (centres undefined)	i	-16.5	i	i	·	i	2.2	i	i	i	i
O=C(c1ccccc1)N1N=C(c2ccccc2O)CC1c1ccc(Br)cc1 (centres undefined)	i	-4.5	i	i	-0.2	i	-1.1	i	i	i	i
O=C(c1cc2cc(F)ccc2[nH]1)N1CCN(c2cccc(Cl)c2)CC1	i	-6.2	i	i	-5.3	i	3.4	i	i	i	i

Grouped by structure, those above containing a Cl atom.
SMILES	TRPC4 act	hERG rescue	KCNQ1 act	KCNK9 block	Dyrk1A ADPGlo	TRPC4 inh	Platelet DG rel	TRPC4 PAM	PolyA inh	KCNQ1 block	KCNK3 inh
COc1ccc(Cl)cc1-c1nc(SCC(=O)N(C)CCC#N)n[nH]1	i	-9.6	i	i	9.7	i	-2.1	i	i	i	i
CN(CC(=O)Nc1ccc(Cl)cc1)C(=O)CCc1ccccc1	i	-4.8	i	i	0.5	i	-6.1	i	i	i	i
O=C(NCC1CCCO1)/C(=C\c1ccc(Cl)cc1)NC(=O)c1ccccc1 (centres undefined)	i	-0.2	i	i	2.9	i	-2.4	i	i	i	i
O=C(c1cc2cc(F)ccc2[nH]1)N1CCN(c2cccc(Cl)c2)CC1	i	-6.2	i	i	-5.3	i	3.4	i	i	i	i

Following part.
SMILES	TRPC4 act	hERG rescue	KCNQ1 act	KCNK9 block	Dyrk1A ADPGlo	TRPC4 inh	Platelet DG rel	TRPC4 PAM	PolyA inh	KCNQ1 block	KCNK3 inh
COc1cccc(CN2CCNC(=O)C2CC(=O)N(C)CCC2CCOCC2)c1OC (centres undefined)	i	-6.7	i	i	-1.6	i	1.6	i	i	i	i
CCC(C)NC(=O)CSc1nc(-c2cccs2)cc(C(F)(F)F)n1 (centres undefined)	i	-1.0	i	i	3.6	i	-10.5	i	i	i	i
Cc1ccc(S(=O)(=O)c2cc3cc(Br)ccc3oc2=O)cc1	i	-4.9	i	i	-6.7	i	-11.1	i	i	i	i
CCC(=O)N1CCc2cc(S(=O)(=O)CCC(=O)Nc3ccc(F)c(F)c3)ccc21	i	-6.5	i	i	4.5	i	1.7	i	i	i	i
CCC(c1nc2ccccc2c(=O)n1CCCn1ccnc1)N1C(=O)c2ccccc2C1=O (centres undefined)	i	-3.3	i	i	9.9	i	-7.3	i	i	i	i
O=C(NCC1CCCN1S(=O)(=O)c1cccs1)c1ccccc1F (centres undefined)	i	-12.8	i	i	5.3	i	11.2	i	·	i	i
CCc1ccc(NC(=O)Nc2cccc(OC)c2)cc1	i	-22.4	i	i	3.9	i	2.3	i	i	i	i
CC(=O)c1c(C)nc2ccc(Cl)cn12	i	-0.9	i	i	-0.9	i	-0.6	i	i	i	i
O=C(NCc1ccccc1)c1ccc(=O)[nH]n1	i	-10.4	i	i	-3.1	i	6.7	i	i	i	i
Cc1ccnc(NC(=O)COC(=O)C2COc3ccccc3O2)n1 (centres undefined)	i	-10.6	i	i	-5.7	i	-1.7	i	·	i	i
Cc1c(CN2CC[C@@H](N3CCN(c4ccccn4)CC3)[C@H](O)C2)[nH]c2ccc(F)cc12	i	-10.1	i	i	5.8	i	-7.9	i	i	i	i
COc1cc(/C=N/Nc2ccc(Cl)c(C(=O)O)c2)ccc1OC(=O)c1ccc(F)cc1	i	-7.3	i	i	2.2	i	-10.1	i	i	i	i
COc1ccccc1CNC(=S)Nc1ccc(S(N)(=O)=O)cc1	i	-2.8	i	i	3.4	i	-1.7	i	i	i	i
CS(=O)(=O)N1CCC(Oc2ccccc2C(=O)NC2CCCCCC2)CC1	i	-15.5	i	i	0.8	i	2.9	i	i	i	i
O=C(CCc1ccccc1)Nc1cc(NC(=O)CCc2ccccc2)cc(C(=O)O)c1	i	-22.3	i	i	8.1	i	-0.8	i	i	i	i
O=C1CC(SC(=NCc2ccc3c(c2)OCO3)Nc2ccccc2)C(=O)N1 (centres undefined)	i	-10.3	i	i	-2.3	i	-10.2	i	i	i	i
C=C(C)CSc1nnc(-c2ccc(C)cc2)n1N	i	-7.9	i	i	1.9	i	-3.4	i	i	i	i
CCCn1c(N)c(C(=O)CSc2nnnn2-c2ccc(O)cc2)c(=O)n(C)c1=O	i	-2.6	i	i	3.6	i	-13.0	i	i	i	i
Cc1cc(C)cc(NC(=O)C2CCN(C(=O)c3cccs3)CC2)c1	i	-7.4	i	i	-7.0	i	-5.4	i	i	i	i
O=c1c2ccccc2c(C=NCc2ccccn2)c(O)n1-c1ccccc1Cl	i	8.0*	i	i	5.2	i	1.1	i	i	i	i
O=C1CC(Cc2ccc(Cl)cc2)C(=O)N1c1ccncc1 (centres undefined)	i	-5.2	i	i	2.5	i	-8.8	i	i	i	i
CCOC(=O)/C(=N\Nc1ccccc1[N+](=O)[O-])c1csc(Nc2ccccc2)n1	i	-10.9	i	i	-0.7	i	-1.9	i	i	i	i
CSCCC1NC(=O)N(CC(=O)Nc2cccc3ccccc23)C1=O (centres undefined)	i	-5.9	i	i	0.9	i	-18.2	i	i	i	i
COc1cccc(C(=O)NCCC(=O)NCc2cc(=O)n(C)c(=O)n2C)c1	i	-8.2	i	i	1.9	i	-0.8	i	i	i	i
COc1ccc(C(C(=O)NC(C)(C)C)N(CCC(C)C)C(=O)CCC(=O)Nc2cc(C)on2)cc1 (centres undefined)	i	-6.1	i	i	0.0	i	2.9	i	i	i	i
CCCCN(C)CCNC(=O)CSCc1ccc(C)cc1	i	-9.0	i	i	-4.8	i	0.7	i	i	i	i
S=c1[nH]nc(-c2ccc3c(c2)OCO3)n1-c1ccccc1	i	-10.2	i	i	0.0	i	6.1	i	i	i	i
COc1ccccc1C(=O)Nn1c(-c2cccs2)nc2ccccc2c1=O	i	-19.6	i	i	32.3	i	-2.2	i	i	i	i
Cc1ccc2cc(C)c(NCCO)nc2c1	i	-8.7	i	i	-4.8	i	-8.1	i	i	i	i
Cc1ccnc(NS(=O)(=O)c2cccc3nsnc23)c1	i	-5.3	i	i	-3.8	i	-31.2	i	i	i	i
CCOc1ccc(NCc2cccn2-c2nnc(N3CCC(C(=O)NCCCN4CCCCC4CC)CC3)s2)cc1 (centres undefined)	i	-8.1	i	i	-1.6	i	-1.2	i	i	i	i
O=C(Nc1ncc(Cc2ccc(SC(F)F)cc2)s1)c1ccccc1	i	-11.6	i	i	5.2	i	3.4	i	i	i	i
Cc1cccc(OCC(=O)N2CCCc3ccccc32)c1	i	-7.7	i	i	6.1	i	·	i	·	i	i
Cc1cc(C(=O)Nc2ccccc2C(=O)O)ccc1NC(=O)COc1cccc([N+](=O)[O-])c1	i	-7.1	i	i	3.8	i	-65.4	i	i	i	i
O=C1CS/C(=C\S(=O)(=O)c2ccc(Cl)cc2)N1	i	-9.6	i	i	-10.6	i	1.0	i	i	i	i
CCCCNC(=O)N1CCN(c2ncccn2)CC1	i	-1.9	i	i	-4.0	i	0.4	i	i	i	i
